Screening data: PubChem, NMMLSC
MEP2 TOR yeast: alters MEP2-GFP fluorescence in TOR pathway yeast screen; 330,000 tested, 0.51% active; AID 2016; S. cerevisiae MEP2-GFP strain, flow cytometry GFP, 3 h; 100% = DMSO control level; GFP response vs DMSO, % at 10 µM;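 active = GFP response versus DMSO above a set limit, roughly screen mean plus 3 SD, cut at about 180% in these data; inconclusive = fewer than 70 cells counted for a yeast strain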;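 also: median GFP fluorescence of the barcode-gated MEP2-GFP cells per well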
LAP4 TOR yeast: yeast TOR pathway LAP4-GFP modulation; S. cerevisiae LAP4-GFP multiplex, flow cytometry GFP, 3 h; median GFP as percent of DMSO wells; GFP response vs DMSO, % at 10 µM; 320,000 tested, 0.34% active; AID 2023;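 active = GFP response vs DMSO above a set limit, about the screen mean plus 3 SD, cut at about 150% in these data; inconclusive = under 70 cell events counted for the yeast strain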
CIT2-GFP yeast: yeast TOR pathway CIT2-GFP modulation; S. cerevisiae CIT2-GFP strain, flow cytometry, 3 h; 100 means same as DMSO wells; GFP response vs DMSO, % at 10 µM; 320,000 tested, 0.065% active; AID 2029;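 active = GFP response relative to DMSO above a set limit, near the screen mean plus 3 SD, cut at about 150% in these data; inconclusive = Fewer than 70 cells measured for a yeast strain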;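 also: ratio of well median GFP fluorescence to mean of DMSO wells on the plate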
RPL19A TOR yeast: alters RPL19A-GFP fluorescence in TOR pathway yeast screen; percent response vs DMSO, % at 10 µM; 330,000 tested, 0.3% active; S. cerevisiae RPL19A-GFP strain, flow cytometry, 3 h; active compounds read low;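 active = percent response vs DMSO below 50%; inconclusive = fewer than 70 events counted for the yeast strain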;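 also: median channel GFP fluorescence of the barcoded RPL19A-GFP strain; ratio of sample median GFP to plate DMSO average so 100% = DMSO; lower means less RPL19A-GFP as with rapamycin TOR inhibition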
AGP1 TOR yeast: yeast TOR pathway AGP1-GFP modulation; S. cerevisiae AGP1-GFP multiplex flow cytometry, 3 h; GFP as percent of DMSO wells; GFP response vs DMSO, % at 10 µM; 320,000 tested, 0.02% active;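 active = GFP response relative to DMSO above a set limit, near screen average plus 3 SD, cut at about 150% in these data; inconclusive = fewer than 70 cells counted for the yeast strain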;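 also: median GFP channel fluorescence of the gated AGP1 strain per well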
VLA-4 inh: inhibition in a human VLA-4 binding assay | P13612 | 330,000 tested, 0.2% active | VLA-4 expressing cells, ligand binding flow cytometry | inhibition, % (about 7 µM as worked out from the volumes in the protocol); in the data active = inhibition above about 50%
GRK2 inh: human GRK2 inhibition via aptamer displacement | P25098 | bead flow cytometry, FAM-aptamer displacement from GRK2 | inhibition of aptamer binding, % at 10 µM | 330,000 tested, 0.59% active;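 active = inhibition of aptamer binding above 40%, roughly 3 SD of noise, on plates passing a quality check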;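 also: median bead fluorescence of bound FAM aptamer so fluorescent compounds give negative values; no value below 0 was filed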
Target sequence (P25098 whole entry, looked up): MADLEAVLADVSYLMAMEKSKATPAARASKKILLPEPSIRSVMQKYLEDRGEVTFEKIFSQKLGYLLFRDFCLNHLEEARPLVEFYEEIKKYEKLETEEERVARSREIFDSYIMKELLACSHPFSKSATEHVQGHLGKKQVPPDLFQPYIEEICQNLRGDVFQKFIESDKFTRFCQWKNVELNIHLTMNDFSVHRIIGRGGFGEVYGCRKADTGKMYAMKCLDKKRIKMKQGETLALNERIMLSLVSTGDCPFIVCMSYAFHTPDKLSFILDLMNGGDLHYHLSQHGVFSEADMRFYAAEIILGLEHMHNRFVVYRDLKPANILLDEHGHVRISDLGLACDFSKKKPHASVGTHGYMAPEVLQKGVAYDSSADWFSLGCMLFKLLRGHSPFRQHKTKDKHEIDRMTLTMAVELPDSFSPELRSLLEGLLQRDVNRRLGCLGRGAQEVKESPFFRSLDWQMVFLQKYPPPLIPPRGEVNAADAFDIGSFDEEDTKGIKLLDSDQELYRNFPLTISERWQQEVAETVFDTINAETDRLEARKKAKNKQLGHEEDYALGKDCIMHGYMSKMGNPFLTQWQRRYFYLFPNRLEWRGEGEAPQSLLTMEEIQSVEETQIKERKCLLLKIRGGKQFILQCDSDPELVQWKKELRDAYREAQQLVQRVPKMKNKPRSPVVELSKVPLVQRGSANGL
CR mimetic SO: lowers age-related superoxide in aged yeast cells; 330,000 tested, 0.18% active; S. cerevisiae aged cells, superoxide DHE fluorescence; active compounds read low; superoxide response (% of plate mean), % at 10 µM;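 active = superoxide response under a set limit, about three screen SD below normal, cut at about 65% in these data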;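 also: yeast aged for seven days with compound at 30 °C before DHE staining; 100% = average MFI of all compound-treated wells on the plate with controls excluded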
Starred values were filed as active, the others as inactive; ? = inconclusive. The order is random; overall some 1.7% were active at least once.

no. | Molecule | MEP2 TOR yeast | LAP4 TOR yeast | CIT2-GFP yeast | RPL19A TOR yeast | AGP1 TOR yeast | VLA-4 inh | GRK2 inh | CR mimetic SO
1 | COc1ccc(OC)c(C(=O)c2ccc(C(=O)N3CCCCC3)cc2)c1 | 101 | 104 | 109 | 101 | 103 | -14 | 2 | 92
2 | CSCC[C@H](NC(=O)c1ccc(Cl)c([N+](=O)[O-])c1)c1nc2ccccc2[nH]1 | 104 | 94 | 95 | 97 | 99 | 10 | 0 | 95
3 | CCOc1ccc(-n2nc3c(SCCN4CCCC4)nnc(C)c3c2C)cc1 | 102 | 92 | 101 | 100 | 104 | 0 | 0 | 103
4 | CCC(C)NC(=O)c1ccccc1NC(=O)CN1C(=O)c2ccccc2S1(=O)=O (stereo unspecified) | 107 | 96 | 103 | 96 | 103 | -16 | 0 | 101
5 | COc1ccc(-c2nc(C(=O)NCCCN3CCOCC3)cc3c2[nH]c2ccccc23)cc1OC | 92 | 104 | 90 | 98 | 99 | 3 | 0 | 104
6 | S=c1[nH]nc(COc2ccccc2)n1/N=C/c1ccc(Br)s1 | 97 | 104 | 99 | 99 | 102 | 10 | 2 | 101
7 | CCc1ccc(NC(=S)N2CCC(NC(=O)C3CCCCC3)CC2)cc1 | 102 | 95 | 111 | 104 | 108 | 18 | 1 | 107
8 | Cc1[nH]c(=O)[nH]c1C(=O)CCCCC(=O)OCC(=O)Nc1ccccn1 | 97 | 93 | 99 | 93 | 99 | 2 | 0 | 99
9 | CC1CC(C)CN(CCCNC(=O)c2ccc3c(c2)NC(=O)C(N2CCCCC2)S3)C1 (stereo unspecified) | 118 | 106 | 110 | 99 | 110 | 12 | 0 | 103
10 | Cc1c(C(=O)N2CCN(c3ccc(F)cc3)CC2)sc2nc3n(c(=O)c12)CCC3 | 98 | 95 | 100 | 100 | 87 | -108 | 0 | 112
11 | Cc1nnc(SCC(=O)NCc2ccccc2)[nH]c1=O | 102 | 95 | 92 | 97 | 100 | 15 | 0 | 105
12 | N#CCc1nc(CSc2nc3ccccc3o2)cs1 | 101 | 108 | 91 | 96 | 95 | -3 | 2 | 93
13 | Cc1ccsc1/C=N\NC(=O)c1ccc2c(c1)OCO2 | 107 | 98 | 96 | 94 | 102 | 36 | 0 | 89
14 | Cc1cc(N2CCN(Cc3nc(-c4ccc(Cl)cc4)oc3C)CC2)cc(C)n1 | 96 | 106 | 96 | 95 | 100 | -2 | 0 | 100
15 | O=C(NNc1ncccc1-n1cccc1)c1ccc(Cl)cc1 | 100 | 108 | 94 | 97 | 110 | 3 | 0 | 99

Record cards, as listed above. Screens in order: MEP2 TOR yeast, LAP4 TOR yeast, CIT2-GFP yeast, RPL19A TOR yeast, AGP1 TOR yeast, VLA-4 inh, GRK2 inh, CR mimetic SO
CCC(C)NC(=O)c1ccccc1NC(=O)CN1C(=O)c2ccccc2S1(=O)=O (stereo unspecified) in the list: 107, 96, 103, 96, 103, -16, 0, 101
O=C(NNc1ncccc1-n1cccc1)c1ccc(Cl)cc1 in the list: 100, 108, 94, 97, 110, 3, 0, 99

(list continues)
no. | Molecule | MEP2 TOR yeast | LAP4 TOR yeast | CIT2-GFP yeast | RPL19A TOR yeast | AGP1 TOR yeast | VLA-4 inh | GRK2 inh | CR mimetic SO
16 | Cc1c(NC(=O)c2ccccc2)cccc1[N+](=O)[O-] | 93 | 107 | 88 | 95 | 99 | -6 | 0 | 108
17 | CCOc1ccc(N(CC(=O)NCCc2ccccc2)S(=O)(=O)c2ccccc2)cc1 | 106 | 98 | 98 | 100 | 97 | -7 | 0 | 98
18 | COc1cccc2c1OCC(C(=O)O)C2 (stereo unspecified) | 103 | 103 | 95 | 102 | 109 | -4 | 0 | 98
19 | COc1ccccc1C(=O)Nc1c2c(nn1-c1cccc(C)c1C)CS(=O)(=O)C2 | 108 | 103 | 99 | 98 | 105 | 8 | 0 | 86
20 | CCN(CC)S(=O)(=O)c1ccc(OC)c(NC(=S)Nc2cc(C)ccc2C)c1 | 98 | 95 | 112 | 102 | 100 | -1 | 0 | 66
21 | O=C1c2ccccc2NC(c2cccnc2)N1c1ccccc1F (stereo unspecified) | 100 | 94 | 101 | 97 | 104 | -9 | 4 | 114
22 | CC(C)(C)n1nnnc1C(c1cccnc1)N1CCN(C2CCCCC2)CC1 (stereo unspecified) | ? | ? | ? | ? | ? | 11 | 0 | 84
23 | CCCN(Cc1ccc(N(C)C)cc1)CC1CC1 | 96 | 99 | 102 | 93 | 101 | 31 | 0 | 103
24 | Cc1cc(NC(=O)CCC(=O)N(Cc2ccco2)C(C(=O)NC2CCCC2)c2ccccc2)no1 (stereo unspecified) | 101 | 95 | 89 | 104 | 96 | 13 | 0 | 106
25 | COc1ccc(NC(=O)CN(C)C(=O)CCCNC(=O)c2ccc(Cl)cc2)cc1 | 100 | 108 | 100 | 99 | 103 | -5 | 0 | 113
26 | CC(=O)N1CCN(c2ccc(NC(=O)c3ccc4c(c3)OCCO4)cc2)CC1 | 99 | 92 | 95 | 94 | 98 | -6 | 13 | 121
27 | Nc1c(C=C2C=CC(=O)C=C2)c(=O)nc2sc(CC(=O)N3CCCC3)nn12 | 95 | 95 | 97 | 95 | 99 | 1 | 7 | 86
28 | CCOC(=O)N1CCC(=NNc2nc(C)cc(=O)[nH]2)CC1 | 101 | 101 | 104 | 97 | 99 | 0 | 0 | 101
29 | COc1cccc2c(O)cc(=O)n(C)c12 | 109 | 98 | 95 | 102 | 99 | -6 | 5 | 106
30 | CCCc1ccc(OCCNC(=O)c2ccco2)cc1 | 96 | 84 | 100 | 106 | 83 | 5 | 0 | 94
31 | COC(C/C=C\C(=O)[C@@H](C)OCc1ccccc1)OC | 99 | 120 | 91 | 109 | 97 | 21 | 0 | 97
32 | Cc1ccccc1S(=O)(=O)NCc1cccnc1 | 89 | 87 | 93 | 91 | 91 | -5 | 0 | 87

As a working copy, 14 of the compounds above.
no. | Molecule | MEP2 TOR yeast | LAP4 TOR yeast | CIT2-GFP yeast | RPL19A TOR yeast | AGP1 TOR yeast | VLA-4 inh | GRK2 inh | CR mimetic SO
1 | COc1ccc(OC)c(C(=O)c2ccc(C(=O)N3CCCCC3)cc2)c1 | 101 | 104 | 109 | 101 | 103 | -14 | 2 | 92
2 | CSCC[C@H](NC(=O)c1ccc(Cl)c([N+](=O)[O-])c1)c1nc2ccccc2[nH]1 | 104 | 94 | 95 | 97 | 99 | 10 | 0 | 95
3 | CCOc1ccc(-n2nc3c(SCCN4CCCC4)nnc(C)c3c2C)cc1 | 102 | 92 | 101 | 100 | 104 | 0 | 0 | 103
4 | CCC(C)NC(=O)c1ccccc1NC(=O)CN1C(=O)c2ccccc2S1(=O)=O (stereo unspecified) | 107 | 96 | 103 | 96 | 103 | -16 | 0 | 101
5 | COc1ccc(-c2nc(C(=O)NCCCN3CCOCC3)cc3c2[nH]c2ccccc23)cc1OC | 92 | 104 | 90 | 98 | 99 | 3 | 0 | 104
6 | S=c1[nH]nc(COc2ccccc2)n1/N=C/c1ccc(Br)s1 | 97 | 104 | 99 | 99 | 102 | 10 | 2 | 101
7 | CCc1ccc(NC(=S)N2CCC(NC(=O)C3CCCCC3)CC2)cc1 | 102 | 95 | 111 | 104 | 108 | 18 | 1 | 107
8 | Cc1[nH]c(=O)[nH]c1C(=O)CCCCC(=O)OCC(=O)Nc1ccccn1 | 97 | 93 | 99 | 93 | 99 | 2 | 0 | 99
9 | CC1CC(C)CN(CCCNC(=O)c2ccc3c(c2)NC(=O)C(N2CCCCC2)S3)C1 (stereo unspecified) | 118 | 106 | 110 | 99 | 110 | 12 | 0 | 103
10 | Cc1c(C(=O)N2CCN(c3ccc(F)cc3)CC2)sc2nc3n(c(=O)c12)CCC3 | 98 | 95 | 100 | 100 | 87 | -108 | 0 | 112
11 | Cc1nnc(SCC(=O)NCc2ccccc2)[nH]c1=O | 102 | 95 | 92 | 97 | 100 | 15 | 0 | 105
12 | N#CCc1nc(CSc2nc3ccccc3o2)cs1 | 101 | 108 | 91 | 96 | 95 | -3 | 2 | 93
13 | Cc1ccsc1/C=N\NC(=O)c1ccc2c(c1)OCO2 | 107 | 98 | 96 | 94 | 102 | 36 | 0 | 89
14 | Cc1cc(N2CCN(Cc3nc(-c4ccc(Cl)cc4)oc3C)CC2)cc(C)n1 | 96 | 106 | 96 | 95 | 100 | -2 | 0 | 100
